TbMetRS inhib: blocks T. brucei methionyl-tRNA synthetase activity; purified T. brucei MetRS, ATP depletion, Kinase-Glo luminescence; inhibition, % at 11.9 µM; 360,000 tested, 0.4% active; AID 624268;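 active means inhibition above a per-plate cutoff of the control wells' mean inhibition plus 3 SD, cut at about 5.5% in these data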;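 further: 0% = DMSO wells median and 100% = median of wells with control inhibitor compound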
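technique = Kinase-Glo luminescence, ATP depletion format | system = purified MetRS (methionyl-tRNA synthetase) enzyme from Trypanosoma brucei | timing = 15 min preincubation, 2 h reaction, all 25 °C | evaluation = percent inhibition versus plate control medians | dosing = single dose, 11.9 µM final nominal, 0.9% final DMSO | also added = substrates ATP, L-methionine and bulk Escherichia coli tRNA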
CSN deneddyl inh: blocks human CSN-mediated cullin deneddylation. Q92905. Purified CSN, SCF-Nedd8-OG deneddylation, fluorescence polarization. inhibition, % at 12.5 µM. 360,000 tested, 0.38% active. AID 651999;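 active means pattern-corrected inhibition above about 35%, with an unprinted fluorescence ratio check between 0.5 and 1.5, limit read from the data, passing the limit was not always enough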;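 further: 0% = enzyme with substrate and 100% = substrate without enzyme; some results filed as inactive read as strong as hits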
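Test system: purified human Csn5 enzyme expressed in HEK293T cells. Amount: 0.24 nM enzyme. Reagent: SCFSkp2-Nedd8OG substrate at 10 nM final. Schedule: 90 min incubation of compound, enzyme and substrate at room temperature. Detection: fluorescence polarization. Read-out: % inhibition of substrate cleavage by Csn5.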
eLon inh: inhibitors of E. coli Lon protease; P0A9M0; purified E. coli Lon protease, fluorescence polarization; inhibition, % at 7.94 µM; 360,000 tested, 0.42% active; AID 602123; in the data active means inhibition above about 13%, passing the limit was not always enough;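 further: 0% = enzyme with probe and DMSO and 100% = no enzyme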
Rin1 Abl inh: blocks binding of human Rin1 to Abl; P00519+Q13671; inhibition, % at 7.35 µM; TR-FRET Rin1/Abl binding, biochemical; 360,000 tested, 0.4% active; in the data active means inhibition above about 5%, passing the limit was not always enough
bovine MsrA act: activators of bovine methionine sulfoxide reductase A. AID 602163. activation, % at 10.6 µM. 360,000 tested, 0.3% active. purified bovine MsrA, absorbance read-out; in the data active means activation above about 7.5%;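 further: 0% = vehicle and 100% = reference activator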
Neddylation inh: inhibitors of human cullin neddylation. P61081+Q13564. TR-FRET cullin neddylation, biochemical. calls only at 25 µM. 360,000 tested, 0.58% active; in the data active means inhibition above about 36%
FAS TE block: blocks the thioesterase domain of human fatty acid synthase | P49327 | recombinant FAS-TE, OMFH fluorogenic substrate, fluorescence endpoint | inhibition, % at 15 µM | 360,000 tested, 0.67% active | AID 602261;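 active means compounds whose normalised, plate-corrected inhibition of enzyme fluorescence in the single-dose primary screen is 50% or more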;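 further: 0% = DMSO with enzyme and 100% = substrate without enzyme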
PABP1 MLLE inh: blocks PAM2 peptide binding to the PABP1 MLLE domain | GST-MLLE / FITC-PAM2 fluorescence polarization | inhibition, % at 20 µM | 360,000 tested, 0.36% active; in the data active means inhibition above about 35%, passing the limit was not always enough;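 further: plate controls were DMSO wells with GST-MLLE for no effect and wells lacking GST-MLLE protein for full effect; some results filed as inactive read as strong as hits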
MsrA inh: inhibits bovine methionine sulfoxide reductase A. purified bovine MsrA, absorbance read-out. inhibition, % at 15.5 µM. 360,000 tested, 0.75% active. AID 651718; in the data active means inhibition above about 4.5%;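 further: 0% = vehicle wells with enzyme and 100% = reference inhibitor wells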
* = called active by the depositor; i = inactive; . = not tested or not shown. Rows were taken by chance; any-hit rate near 4%.

SMILES	TbMetRS inhib	CSN deneddyl inh	eLon inh	Rin1 Abl inh	bovine MsrA act	Neddylation inh	FAS TE block	PABP1 MLLE inh	MsrA inh
CCCc1cc(N2CCCC2)n2nc(C)c(-c3ccccc3)c2n1	-0.2	4	1	2	2	i	20	-13	0.8
O=C(O)CCC1OC(=O)C(O)=C1c1ccccc1 (stereo not drawn)	0.9	-2	6	-3	-2	i	-4	3	0.7
O=C(/C=C/c1c(F)cccc1Cl)c1ccc(O)cc1	-0.6	11	11	-1	-4	i	0	-1	1.9
O=C1N[C@@H](Cc2c[nH]c3ccccc23)COC(=O)[C@H](Cc2ccc(F)cc2)C/C=C\C[C@@H]1CC(=O)N(CCO)Cc1ccccc1	-0.2	-6	4	-1	0	i	10	-8	0.8
CCCCCn1nc(C(=O)N2CCc3ccccc32)c2ccccc2c1=O	-0.2	5	-10	-2	-1	i	35	6	0.1
N#Cc1ccc(-c2ccco2)nc1SCc1ccccc1	-0.1	20	-3	2	0	i	32	25	0.3
Cc1nn(-c2ccccc2)c(C)c1/C=N/Nc1nc2ccccc2[nH]1	8.0*	2	10	-1	-5	i	-28	-91	1.8
O=C(NC(=S)N(Cc1ccccc1)c1ccccn1)C1CC1	-1.0	-2	0	5	-13	i	-8	-89	0.3
CCCNc1c(NC(=O)C2CCC(C)CC2)c(=O)oc2ccccc12 (stereo not drawn)	0.2	-7	-2	0	-1	i	0	1	-0.3
CC(C)(C)OC(=O)N1CCC(C(=O)N2CCCCCC2)CC1	-0.1	1	-5	-1	-2	i	-9	-7	-0.3
C[C@H](NC(=O)c1nc[nH]c1C(=O)N1CCN(C(=O)OC(C)(C)C)CC1)C(=O)OCc1ccccc1	-0.2	2	-9	0	-2	i	-4	-8	-0.9
CSc1nc(-c2ccccc2)nn1S(=O)(=O)c1ccc(Cl)cc1	-0.1	4	-1	-3	-2	i	30	-12	1.2
Cc1sc(NC(=O)CN(Cc2ccccc2)C(=O)C(C)C)c(C(N)=O)c1C	-0.5	0	1	1	-3	i	-4	-4	-0.9
CCOc1ccc(S(=O)(=O)N2CCC(C(=O)N3CCOCC3)CC2)cc1Cl	-0.4	7	-6	2	-2	i	8	-10	-1.5
CC(C)C(=O)N=c1sc2cc(F)cc(F)c2n1C	-0.7	-2	0	0	-6	i	-3	-11	1.2
Cc1cc(C)n(C)c(=O)c1C#N	-0.5	-1	4	5	-7	i	-6	1	0.6
CC(c1ccccc1)n1cc(C(=O)NCc2ccccn2)nn1 (stereo not drawn)	0.0	-2	0	0	-2	i	-2	3	-0.8
CCOC(=O)C1CCN(S(=O)(=O)c2c[nH]c(=O)[nH]c2=O)CC1	-0.3	0	6	0	2	i	-7	5	-0.8
C#CCSc1nnc(-c2sc3ccccc3c2Cl)o1	0.1	0	3	-1	-2	i	12	-110	0.7
COc1cccc(C(=O)Cn2c(=N)n(C)c3ccccc32)c1	0.2	2	-4	2	3	i	-4	-7	-0.1

Shown with each value named: part of the list above.
CC(C)(C)OC(=O)N1CCC(C(=O)N2CCCCCC2)CC1
  TbMetRS inhib = -0.1; CSN deneddyl inh = 1; eLon inh = -5; Rin1 Abl inh = -1; bovine MsrA act = -2; Neddylation inh = i; FAS TE block = -9; PABP1 MLLE inh = -7; MsrA inh = -0.3

C[C@H](NC(=O)c1nc[nH]c1C(=O)N1CCN(C(=O)OC(C)(C)C)CC1)C(=O)OCc1ccccc1
  TbMetRS inhib = -0.2; CSN deneddyl inh = 2; eLon inh = -9; Rin1 Abl inh = 0; bovine MsrA act = -2; Neddylation inh = i; FAS TE block = -4; PABP1 MLLE inh = -8; MsrA inh = -0.9

CSc1nc(-c2ccccc2)nn1S(=O)(=O)c1ccc(Cl)cc1
  TbMetRS inhib = -0.1; CSN deneddyl inh = 4; eLon inh = -1; Rin1 Abl inh = -3; bovine MsrA act = -2; Neddylation inh = i; FAS TE block = 30; PABP1 MLLE inh = -12; MsrA inh = 1.2

Cc1sc(NC(=O)CN(Cc2ccccc2)C(=O)C(C)C)c(C(N)=O)c1C
  TbMetRS inhib = -0.5; CSN deneddyl inh = 0; eLon inh = 1; Rin1 Abl inh = 1; bovine MsrA act = -3; Neddylation inh = i; FAS TE block = -4; PABP1 MLLE inh = -4; MsrA inh = -0.9

(more compounds)
SMILES	TbMetRS inhib	CSN deneddyl inh	eLon inh	Rin1 Abl inh	bovine MsrA act	Neddylation inh	FAS TE block	PABP1 MLLE inh	MsrA inh
O=C(COc1ccc2c(c1)OCO2)Nc1cccc(F)c1	0.5	-2	1	3	-3	i	0	0	2.4
CC(C)[C@H](NC(=O)OC(C)(C)C)c1nnc(S(=O)(=O)Cc2c(F)cccc2Cl)o1	0.2	-7	-1	0	-8	i	83*	19	0.5
O=C(Cc1cccs1)NC1CCCC1	0.1	-6	-3	0	0	i	-6	-5	-0.2
O=C(NC1CCCCC1)N1CCCc2ccccc21	-0.5	4	2	-1	-1	i	-6	4	0.0
CCOC(=O)N1CCC(NC(=O)c2ccc3snnc3c2)CC1	-0.5	2	-2	1	1	i	3	14	-0.4
COC(=O)[C@]1(CC(C)C)N[C@H](c2ccc(-c3cccc(Cl)c3)cc2)[C@@H]2C(=O)N(C)C(=O)[C@@H]21	-0.3	3	3	3	-3	i	35	-1	0.1
COCCSc1nnc(NC(=O)COc2ccc3c(c2)OCO3)s1	-0.5	0	-3	0	-1	i	-4	-6	1.9
CC(=O)Nc1ccc(S(=O)(=O)NC2CC(=O)N(c3cccc(F)c3)C2)cc1 (stereo not drawn)	-0.2	4	5	-3	4	i	-8	17	-1.8
O=C(Cn1ccc(NC(=O)OCc2ccccc2)nc1=O)NCc1ccc2c(c1)OCO2	0.0	2	-12	6	-5	i	-8	2	-0.7
COc1ccc(CCNC(=O)C23CN(Cc4ccccc4)CC2C(c2ccc([N+](=O)[O-])cc2)=NO3)cc1 (stereo not drawn)	0.1	2	-6	1	-2	i	30	15	0.4
COc1cc(C(=O)N2CCN(c3ccccn3)CC2)cc(OC)c1OC	-0.3	3	1	1	0	i	-4	-5	-0.6
CC(C(=O)Nc1ccccc1)N(C)Cc1cccs1 (stereo not drawn)	-0.7	-3	10	4	-2	i	-1	-7	-1.4
CCn1c(=O)c([N+](=O)[O-])c(NCc2ccc3c(c2)OCO3)c2ccccc21	0.5	10	2	-2	-2	i	18	-17	0.6
Cc1ccc(C)c(-n2[nH]c3c4c(ccc3c2=O)C(=O)c2ccccc2C4=O)c1	-0.6	-4	6	-1	-2	i	2	-4	-0.5
CCOC(=O)/C(C#N)=C/Nc1cc(C(=O)OCC)cc2c(OC)c(OC)ccc12	2.0	-4	-10	-4	0	.	3	9	0.8
CC(=O)Nc1ccc(S(=O)(=O)N(C)CC(=O)OCC(=O)N(C)c2ccccc2)cc1	-0.1	7	0	-4	-2	i	-2	4	-0.7
CCOC(=O)CCP(=O)(O)C(O)c1ccc(OC)cc1 (stereo not drawn)	0.9	-1	1	5	1	i	-5	7	0.4
Nc1nc(NCc2ccco2)nc(Nc2ccccc2)c1[N+](=O)[O-]	-0.9	-3	-1	-6	-9	i	0	1	0.2
Cc1cccc(NC(=O)c2cccc(S(=O)(=O)N(C)c3ccccc3)c2)n1	-0.1	-1	-10	2	-1	i	14	7	-0.6
Cc1nnc(SCC(=O)N2CCN(C(=O)c3ccco3)CC2)n1-c1ccccc1	-0.2	5	-8	1	-5	i	-6	1	-0.8
O=C(c1cccs1)N1CCCC(c2ccccc2)C1 (stereo not drawn)	-0.2	-2	-1	-2	-3	i	-4	-14	-0.6
O=C(N/C(=C\c1cccc([N+](=O)[O-])c1)C(=O)N1CCOCC1)c1ccco1	1.0	-1	-4	2	-1	i	-6	5	-0.5
COc1ccc(CCNC(=O)c2cc3c(=O)n4ccccc4nc3n(C3CCCCC3)c2=N)cc1OC	-0.1	1	-13	-7	-1	i	0	-12	0.7
O=C(COC(=O)c1cc(S(=O)(=O)N2CCOCC2)c(Cl)cc1Cl)c1ccc[nH]1	0.1	-6	1	-3	-2	i	3	2	-0.5
COC(=O)c1c(C)[nH]c(C(=O)COC(=O)Cn2cc(C(F)(F)F)ccc2=O)c1C	-0.7	2	2	5	-7	i	-5	8	0.4
CNc1ccc(Cl)cc1S(=O)(=O)c1ccccc1[N+](=O)[O-]	-0.5	1	-2	2	-10	i	35	9	2.2
Cc1ccc(S(=O)(=O)N2CCCCC2)cc1NC(=O)COC(=O)c1cc[n+]([O-])cc1	0.6	3	-9	-1	1	i	-7	3	-1.1
CN1CCN(NC(=O)Nc2ccc(Br)cc2Cl)CC1	-0.1	3	-7	0	-2	i	-6	6	-0.7
O=C(CSc1n[nH]c(-c2ccco2)n1)Nc1ccc(Br)cc1	0.0	9	-18	-1	-3	i	-5	-18	-0.4
O=C(NCCN1CCN(C(=O)c2cccs2)CC1)c1cccs1	0.0	-3	14	1	0	i	-6	-5	0.4
O=C(c1cccc([N+](=O)[O-])c1)N1CCN(C/C=C/c2ccccc2)CC1	0.4	3	-3	-1	1	i	14	-7	-1.1
COc1cc(/C=N/N=C(/N)c2nonc2N)cc(Br)c1OCc1cccc(C)c1	-0.8	8	2	-2	-3	i	36	-7	2.6
O=C(CN(Cc1ccccc1F)C(=O)c1ccco1)NCc1ccc(F)cc1	0.0	1	3	0	-6	i	-2	-3	-1.1
CN1N=C(C(=O)N2CCCC(N3CCN(c4ccc(F)cc4)CC3)C2)CCC1=O (stereo not drawn)	-0.1	2	-1	2	-7	i	-4	6	0.9
C=CCN(CC=C)C(=O)c1ccc(OC2CCN(S(=O)(=O)N(C)C)CC2)cc1	-0.1	-4	-3	-1	-5	i	-2	3	-0.7
COc1cc(C2NC(=O)NC(O)(C(F)(F)F)C2C(C)=O)cc(OC)c1OC (stereo not drawn)	0.0	4	4	-3	-3	i	-10	-7	-0.3
CCOC(=O)N1CCN(C(=O)c2ccc(CS(=O)(=O)c3ccccc3OC)o2)CC1	-1.1	-9	0	-3	2	i	-5	16	0.8
Cc1ccc(S(=O)(=O)N2CCN(C(=O)CN3CCCCC3)C2C(C)C)cc1 (stereo not drawn)	-0.2	-1	-5	0	-3	i	-10	5	.
NC(CO)c1csc(Nc2ccc(C(F)(F)F)cn2)n1 (stereo not drawn)	-0.2	4	-7	2	-3	i	-6	-30	-0.6
O=C(/C=C/c1ccc([N+](=O)[O-])cc1)NCC1CCCO1 (stereo not drawn)	2.4	4	4	-2	-1	i	0	-8	1.1
CCOC(=O)c1cc(-c2ccccc2)sc1NC(=O)C(C)OC(=O)c1ccncc1 (stereo not drawn)	0.2	3	10	-4	-6	i	24	-3	-0.3
Cc1ccc(F)cc1NC(=O)C1CC(=O)N(CCc2ccccc2)C1 (stereo not drawn)	-0.9	3	2	-1	-7	i	-8	-2	2.5
CC(C)c1ccc(Nc2nc(NCc3ccco3)nc(N3CCOCC3)n2)cc1	-0.4	-4	8	-2	-2	i	18	2	1.6
COc1ccc(S(=O)(=O)N2CCSC2c2ccc(N)cc2)cc1 (stereo not drawn)	0.1	-5	-7	-3	-3	i	-5	35	0.1
O=C(NCCc1ccccc1)/C(=C\c1ccc([N+](=O)[O-])cc1)NC(=O)c1ccc(Br)cc1	-1.4	-2	-4	-3	-7	i	38	16	-0.3
Cc1cccc(-n2c(O)c(C=NC3CCS(=O)(=O)C3)c3ccccc3c2=O)c1 (stereo not drawn)	-0.7	5	-7	-2	-5	i	-5	6	3.7
COc1ccc(CCNC(=O)C2CC(O)CN2S(=O)(=O)c2ccc(Cl)cc2)cc1OC (stereo not drawn)	-0.1	-3	-15	4	-11	i	-5	-8	0.9
O=C1/C(=C/c2ccc(F)cc2)Oc2cc(OC(=O)N3CCOCC3)ccc21	-0.1	0	-2	-1	0	i	-2	-20	-0.8
